# High-throughput results (PubChem BioAssay)
# HSP90 inh = inhibitors of HSP90 luciferase refolding in rabbit reticulocyte lysate; luciferase refolding luminescence, 3 h; inhibition, % at 5.6 µM; hit rate 0.91% among 290,000; AID 1789;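 active = inhibition above the screen-wide mean plus 3 SD, computed separately per campaign, cut at about 16% in these data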;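 note: 0% = DMSO wells and 100% = 60 µM geldanamycin wells; inhibitors lower the luminescence because luciferase stays unfolded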
# Platelet DG rel = platelet dense granule release activity | AID 1663 | human platelet-rich plasma, SFLLRN dense granule ATP release, luminescence | inhibition, %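 (compounds screened at 7.5 µM in platelet-rich plasma)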 | hit rate 0.22% among 300,000;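 active = mean replicate score, as percent of positive control, at or above 50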
# KLF5 inh = suppresses KLF5 promoter-driven expression. DLD-1 KLF5 promoter-luciferase reporter, luminescence. inhibition, % at 5 µM. hit rate 0.23% among 290,000. AID 1700;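 active = inhibition above a per-plate limit of that plate's mean compound inhibition plus 3 SD, cut at about 60% in these data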;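 note: 0% = DMSO wells and 100% = LY294002 at 200 µM; higher means less KLF5 promoter-driven luciferase light; inactives centre near -14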
# aSyn 5UTR inh = MLPCN primary screen, SNCA 5' untranslated region | alpha-synuclein 5'UTR reporter, inhibitor activity | inhibition, % (tested at 7.5 µM) | hit rate 0.82% among 300,000; in the data active = inhibition above about 60%;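 note: H4 neuroglioblastoma cells stably carrying SNCA 5'UTR luciferase fusion; 0% = DMSO wells and 100% = positive control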
# HSF1 inhib = HSF1 inhibition | NIH3T3-HGL HSE-luciferase, MG132-induced, luminescence 8 h; stronger effect = lower value | hit rate 0.77% among 300,000 | activity change, negative = inhibition, % at 7.5 µM (by protocol);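 active = more than half of replicate wells show activity change below -50%, luminescence cut by over half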;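 note: luciferase reports HSF-1 transcriptional activity via heat shock element; 0% = median of DMSO wells and -100% = zero luminescence signal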
# HSF1 activator = increases HSF-1 driven luciferase reporter signal; activation, % at 9 µM; hit rate 1.7% among 300,000; NIH3T3-HGL HSF-1 luciferase reporter, MG132, 8 h; 100% = twice DMSO control signal;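 active = mean replicate activation of at least 50% with a set share of replicates each reaching 50%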;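 note: 0% = median of the neutral control wells and 100% = twice that signal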
# IEC-6 cytotox = kills IEC-6 intestinal cells in KLF5 counter-screen; IEC-6 cytotoxicity, luminescence viability; inhibition, % at 5 µM; hit rate 0.78% among 290,000; AID 1825; in the data active = inhibition above about 22%;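 note: 0% = plate median of test compound wells and 100% = cytotoxic reference compound wells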
# HIF activator = HIF pathway transcriptional activation. U2OS HRE-luciferase reporter, luminescence; normalized: DMSO 0%, desferrioxamine 100%. activation, % at 7.5 µM (by protocol). hit rate 0.32% among 300,000;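 active = mean activation of at least 10% of the iron chelator positive control signal, with at least half of replicates also reaching 10%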
# AI-2 QS modul = modulators of Vibrio harveyi AI-2 quorum sensing system | Vibrio harveyi JMH597 AI-2 luminescence/OD600 ratio, 9 h; stronger effect = lower value; strain lacks LuxN and CqsS sensors; 0 = neutral-control median | activity change, % at 7.5 µM | AID 2094 | hit rate 0.4% among 300,000; in the data active = activity change below about -75%, passing the limit was not always enough;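 note: luminescence divided by OD600 gain over 9 h not by final OD600 alone; inactives centre near 13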
# HDAC3 inhib = blocks human histone deacetylase 3; O15379; recombinant HDAC3, fluorogenic peptide/trypsin coupled, fluorescence; inhibition, % at 8.3 µM; hit rate 0.15% among 320,000; AID 2718; in the data active = inhibition above about 26%, passing the limit was not always enough
# Target sequence (O15379 whole entry, looked up): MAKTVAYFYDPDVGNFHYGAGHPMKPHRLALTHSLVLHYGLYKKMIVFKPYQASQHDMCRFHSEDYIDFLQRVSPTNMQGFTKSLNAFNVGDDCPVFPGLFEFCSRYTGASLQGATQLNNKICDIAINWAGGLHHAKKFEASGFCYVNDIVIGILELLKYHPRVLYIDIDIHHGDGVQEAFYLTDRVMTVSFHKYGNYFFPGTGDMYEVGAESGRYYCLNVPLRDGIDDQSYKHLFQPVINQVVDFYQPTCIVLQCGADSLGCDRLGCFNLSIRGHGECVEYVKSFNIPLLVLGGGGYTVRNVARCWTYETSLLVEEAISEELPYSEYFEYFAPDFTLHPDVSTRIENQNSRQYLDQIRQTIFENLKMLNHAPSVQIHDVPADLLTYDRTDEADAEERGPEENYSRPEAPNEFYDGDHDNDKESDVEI
# * hit, by the source's call; nt = no result given.
SMILES,HSP90 inh,Platelet DG rel,KLF5 inh,aSyn 5UTR inh,HSF1 inhib,HSF1 activator,IEC-6 cytotox,HIF activator,AI-2 QS modul,HDAC3 inhib
O=C(COc1ccc2ccc(=O)oc2c1)Nc1nccs1,6,0,-191,-85,30,36,-1,4.9,11,-2
C/C(=N\NC(=O)CSc1nc(C)cc(C)n1)c1ccc([N+](=O)[O-])cc1,0,-31,9,-8,8,14,3,-1.1,17,0
CN(C)S(=O)(=O)Oc1ccccc1C(=O)Nc1ccccc1Cl,2,7,-22,2,-5,3,2,-0.3,6,-3
COc1ccc(NC(=O)C2CCCN2S(=O)(=O)c2cccc3cccnc23)c(OC)c1 (stereo unspecified),0,-2,-32,13,-1,0,7,nt,55,3
O=C(NC1CCCCC1)c1cc(-c2ccccc2Cl)on1,1,-14,-62,-162,19,26,-1,2.3,0,-5
CNc1ccc(S(=O)(=O)NC)cc1[N+](=O)[O-],0,0,-15,-6,-2,-7,-1,-0.1,22,1
COc1cccc(NC(=O)C(C)OC(=O)CCCNC(=O)c2ccc(Cl)cc2)c1 (stereo unspecified),5,-2,-16,-24,-1,15,4,0.9,10,2
Cc1[nH]c2ccc(-c3nnc(SCC(=O)N4CCCc5ccccc54)o3)cc2c1C,-1,0,-9,3,3,1,-4,nt,14,3
Cc1nc2c(=O)n(-c3ccc(F)c(Cl)c3)nc(C)c2s1,-2,4,-18,-1,-1,-11,-6,-0.3,19,11
O=C(NNC(=O)c1ccc(Cl)c(Cl)c1)c1cccnc1,5,-3,-12,-4,-6,-4,2,0.0,27,3
COc1ccc(-c2cc(C(=O)N3CCN(C(=O)c4ccco4)CC3)[nH]n2)cc1,-1,18,-52,-2,3,28,2,0.4,12,1
COc1ccccc1OCCNC(=O)c1c(-c2ccccc2Cl)noc1C,2,0,1,-6,3,6,-2,0.7,3,0
Cc1[nH]c2ccccc2c1C(=O)C(=O)Nc1ccc2c(c1)OCCO2,0,6,-135,-126,23,39,4,3.3,-7,-1
O=C(c1ccc(F)cc1)C(CN1CCOCC1)c1ccccc1 (stereo unspecified),-4,-4,-34,-9,6,11,-3,2.6,22,17
CCOC(=O)c1cn(CC(=O)Nc2cccc(Cl)c2)nn1,-1,-7,-14,3,7,12,-7,-0.2,19,4
O=C(Cc1cc(=O)[nH][nH]1)N/N=C/c1c(F)cccc1Cl,2,3,-2,-7,-7,-7,-6,0.0,28,-2
CS(=O)(=O)c1ccc2nc(NC(=O)C3CC(=O)N(c4ccccc4)C3)sc2c1 (stereo unspecified),3,-5,-5,-5,-2,-10,3,-0.6,6,-8
COc1ccc(C(=O)C2CCCN(C(=O)c3cccc(Cl)c3F)C2)cc1OC (stereo unspecified),-5,12,-1,24,4,-3,2,0.0,29,-7
CN=C(Nc1cccnc1)c1cccc(C(F)(F)F)c1,2,-3,-31,-8,1,21,3,0.5,-3,1
CC1(C(=O)NCc2ccc(Cl)c(Cl)c2)Oc2ccccc2NC1=O (stereo unspecified),1,1,11,3,-4,8,4,-0.1,10,-3
C#CCNC(=O)C1=C[C@@H](C2CC2)[C@H](CCCO)[C@@H](OCC)O1,0,-3,-8,-4,1,0,-5,-1.3,19,9
CCn1c(COc2ccc3c(c2)OCO3)nnc1SCC(=O)c1ccc(Cl)cc1,2,-10,-6,-1,4,8,0,-0.3,-2,4
CC(C)Oc1ccc(NC(=O)CCC(=O)O)cc1,6,4,16,20,-4,-11,1,-0.3,18,-3
Cc1ccc(N2CC(C(=O)Nc3nccs3)CC2=O)cc1 (stereo unspecified),-5,-5,6,7,-2,-2,0,-0.2,13,-4
O=S(=O)(c1ccc(NCc2ccc(F)cc2)nc1)N1CCCC1,1,-8,11,9,-5,5,-2,0.4,-17,-5
# (cont.)
SMILES,HSP90 inh,Platelet DG rel,KLF5 inh,aSyn 5UTR inh,HSF1 inhib,HSF1 activator,IEC-6 cytotox,HIF activator,AI-2 QS modul,HDAC3 inhib
COc1cccc(-c2nc(CS(=O)CC(=O)NC3CCCC3)c(C)o2)c1 (stereo unspecified),-4,2,-31,8,-5,-20,6,-0.1,20,0
COc1ccc(-c2nn(-c3ccccc3)cc2/C=C\C(=O)N2CCOCC2)cc1[N+](=O)[O-],1,1,13,21,-2,7,-1,0.1,46,6
O=C(CCN1CCCCC1)Nc1ccccc1,5,-1,13,-15,0,3,0,-0.1,20,6
O=C(Nc1cccnc1)c1cc(-c2ccc3c(c2)OCO3)on1,7,23,-1,-21,19,15,-4,2.8,13,-2
Cc1cc(NC(c2cccnc2)c2ccc3cccnc3c2O)no1 (stereo unspecified),6,-3,28,77*,-2,7,18,22*,-54,-3
COc1ccc(/C=C/c2cc[n+](C(=O)Cc3ccccc3)cc2)cc1,6,nt,-26,nt,nt,nt,6,nt,-71,11
CCCCN(C)c1nc(-c2ccco2)c2c(c1C#N)CC(C)(C)OC2,-6,1,-27,11,14,35,-2,0.1,17,-8
CC(C)(Cc1ccc(O)cc1)NC(=O)CC(=O)N=Nc1c(O)[nH]c2ccc(Br)cc12,-1,0,-24,-21,0,-4,-6,-0.2,12,2
O=C(CSc1ccc2ccccc2c1)NCc1cccs1,1,14,3,2,4,-8,-1,0.5,-2,-1
CC(c1ccccc1)c1nnc(NC(=O)Nc2ccccc2)s1 (stereo unspecified),3,1,-38,-33,13,26,2,-0.1,-22,-6
CN(Cc1ccccc1)c1oc(-c2ccco2)nc1C#N,-1,6,10,6,-4,-13,-4,0.2,-6,-49
CCn1c(NC(=O)C2CCCCC2)nc2ccccc21,-3,3,-26,-19,4,-3,3,0.1,20,-2
CS(=O)(=O)c1ccc(C(=O)Nc2ccc(S(=O)(=O)N3CCCCC3)cc2)cc1,nt,7,nt,9,-2,-5,nt,-0.3,15,nt
COc1ccccc1/C=C1\SC(=O)N(CCC(=O)NNC(=O)c2ccccc2Cl)C1=O,-1,-4,-34,-74,-2,5,0,-0.3,18,9
CCOC(=O)C1CCCN(S(=O)(=O)c2cc3c(cc2Cl)NC(=O)CO3)C1 (stereo unspecified),-5,21,-6,-21,4,2,-4,0.2,-2,4
COc1ccc(C(=O)N2CCC(n3c(C)nc4cc(F)ccc43)CC2)cc1,0,1,-14,19,-4,-6,-6,0.5,7,13
NC(=O)COC(=O)c1ccccc1OCc1ccc(Cl)cc1,-1,-8,-11,-4,2,15,-2,-0.7,18,0
C[C@@H](C(=O)Nc1ccc2ccccc2c1)[C@@H]1C[C@@]1(C)[C@@H](NC(=O)c1ccccc1)c1ccccc1,2,-5,5,-1,11,7,0,0.6,21,0
Cc1ccc(S(=O)(=O)NC(=O)NCC2CCN(S(=O)(=O)c3ccccc3)CC2)cc1,-1,-6,-13,-18,5,14,3,-10,22,-1
CCC(=O)NN1CCN(c2ccncc2S(=O)(=O)N2CCCCC2)CC1,0,4,4,5,-1,-12,1,0.3,10,-2
COc1ccc(C(=O)Nc2ccc(N3CCN(C(=O)c4ccccc4C)CC3)cc2)cc1,2,28,-33,26,-35,-32,5,0.7,41,0
Cn1c(O)c(N=NC(=O)CNC(=O)c2cccnc2)c2ccccc21,3,3,-21,8,-2,-6,4,0.2,8,0
O=C(CNC(=O)C1CCCCC1)NC1=NCCS1,-1,3,-9,-5,-88*,-90,0,1.4,7,6
CCOC(=O)C1CCN(S(=O)(=O)c2c(Cl)ccc3nonc23)CC1,-2,0,60,-309,156,197*,100*,-0.4,-3,-5
N=C1/C(=C/c2cccn2Cc2ccc(F)cc2)C(=O)N=C2SC=CN12,0,-4,-8,3,-7,-7,3,-0.3,3,3

# Part of the list above in order of heavy-atom count, lowest first.
SMILES,HSP90 inh,Platelet DG rel,KLF5 inh,aSyn 5UTR inh,HSF1 inhib,HSF1 activator,IEC-6 cytotox,HIF activator,AI-2 QS modul,HDAC3 inhib
CCn1c(NC(=O)C2CCCCC2)nc2ccccc21,-3,3,-26,-19,4,-3,3,0.1,20,-2
COc1cccc(-c2nc(CS(=O)CC(=O)NC3CCCC3)c(C)o2)c1 (stereo unspecified),-4,2,-31,8,-5,-20,6,-0.1,20,0
COc1ccc(C(=O)N2CCC(n3c(C)nc4cc(F)ccc43)CC2)cc1,0,1,-14,19,-4,-6,-6,0.5,7,13

# aSyn 5UTR inh, what is marked active above
Structure	HSP90 inh	Platelet DG rel	KLF5 inh	aSyn 5UTR inh	HSF1 inhib	HSF1 activator	AI-2 QS modul	HDAC3 inhib
Cc1cc(NC(c2cccnc2)c2ccc3cccnc3c2O)no1 (stereo unspecified)	6	-3	28	77*	-2	7	-54	-3

# Later entries
SMILES,HSP90 inh,Platelet DG rel,KLF5 inh,aSyn 5UTR inh,HSF1 inhib,HSF1 activator,IEC-6 cytotox,HIF activator,AI-2 QS modul,HDAC3 inhib
COc1ccc(OCc2nnc(SCC(=O)N3C(C)CCCC3C)o2)cc1 (stereo unspecified),-4,-11,14,21,-1,0,-6,-0.4,28,2
CCNC(=O)CSc1nc(-c2ccccc2)cs1,1,-3,-116,-105,11,4,5,3.4,12,-1
CCN=C(Nc1cccc(F)c1)SC1CC(=O)N(c2ccc(OC)cc2)C1=O (stereo unspecified),-1,2,-10,-1,7,22,-6,nt,33,0
Nc1nnc(Cc2c[nH]c3ccccc23)s1,1,-2,11,-4,-1,-2,3,-0.1,26,-3
CC(c1ccccc1)n1c(-c2ccccc2F)n[nH]c1=S (stereo unspecified),0,-10,-23,9,-6,-8,1,-0.8,-26,2
COc1ccc(Cn2cnc3c(NS(C)(=O)=O)c(C)c(C)cc32)cc1,2,14,1,-2,-4,3,0,0.4,13,-1
CC(=O)Nc1cccc(C(=O)Nc2ccc(S(=O)(=O)N3CCCCC3)cc2)c1,nt,nt,nt,28,-1,12,nt,-2.2,29,1
O=C(c1ccccc1)c1ccc(Cn2cc(CCCO)nn2)cc1,-4,0,-13,14,-1,-9,7,0.1,17,-5
CC(=O)Nc1cccc2c1OCCO2,-1,-3,-33,0,-4,17,-5,0.4,12,11
CCOc1ccc(NC(=O)CSc2nc3cccnc3n2CC)cc1,-1,2,10,9,-7,-16,0,-1.3,17,nt
COc1ccc(/C=C2\Oc3cc(OCC(N)=O)ccc3C2=O)cc1OC,1,3,1,-10,0,-4,2,0.0,5,10
CCOC(=O)CSc1nc2ccc(N3CCOCC3)cc2c(=O)n1Cc1ccccc1,3,-1,-17,-2,5,26,1,1.0,15,-11
Cc1ccc(CNC(=O)c2cc3c(=O)n(C)c4ccccc4c3n2C)o1,0,1,-24,3,2,6,3,-0.3,13,4
Cc1cccc(C(=O)NC(=S)Nc2ccc(S(=O)(=O)N3CCN(C)CC3)cc2)c1,-5,-4,-9,-11,1,3,-6,-0.1,33,-5
CCOC(=O)C1CCN(C(=O)c2cccs2)CC1,-2,5,20,12,3,4,-1,0.3,20,8
COCCN(C(=O)COC(=O)c1cnc(C)cn1)c1c(N)n(Cc2ccccc2)c(=O)[nH]c1=O,nt,-1,nt,5,1,-14,nt,0.3,11,nt
CCOC(=O)C1CCN(S(=O)(=O)c2ccc(OC)c(C(=O)N3CCCCC3)c2)CC1,-2,-12,-2,-7,3,9,-3,0.2,-7,-7
COc1ccccc1NC(=O)c1nnn(CC(=O)Nc2cccc(SC)c2)c1N,11,1,-18,-4,8,6,10,0.3,14,-4
O=C(CC(=O)Nc1cccnc1)Nc1cccnc1,5,1,-22,3,2,-17,-3,-0.9,4,-7
CC1(C)NC(=O)N(CCCCOc2ccc(Cl)cc2)C1=O,2,-2,-22,10,-11,8,4,0.0,19,8
N#CCC(=O)N/N=C/c1c2ccccc2cc2ccccc12,0,10,-16,10,7,42,2,-0.1,14,-17
COc1cc(-c2nnc(SCC(=O)c3ccccc3)o2)cc(OC)c1OC,2,12,-11,20,19,42,0,nt,15,11
CCC(C)Oc1cc(-c2ccnc(Nc3cccc(Cl)c3)n2)ccn1 (stereo unspecified),nt,12,nt,-27,-17,-29,nt,6.0,8,-12
